KOR beta-arrestin-1 = KOR antagonists, beta-arrestin recruitment, cell-based, luminescence, uHTS (AID 1778). Kappa-type opioid receptor (Homo sapiens). KOR beta-arrestin recruitment, luminescence, antagonist mode; higher % means a stronger effect. inhibition, % at 10 µM, or IC50 in µM where a hit was titrated. hit rate 0.091% among 290,000; further: strong numbers were not always called active
KOR beta-arrestin-2 = KOR agonists, beta-arrestin recruitment, primary screen, cell-based, luminescence, uHTS (AID 1777); Kappa-type opioid receptor (Homo sapiens); KOR beta-arrestin recruitment, luminescence; higher % means a stronger effect; one-dose activation, % at 10 µM; EC50 in µM for titrated hits; hit rate 0.02% among 280,000; in the data active means activation above about 50%, passing the limit was not always enough; further: a part of the inactive calls stands beside numbers as strong as those of hits
Myeloid diff 2 = induction of myeloid progenitor differentiation, primary screen, cell-based, flow cytometry, MLPCN library | ER-HoxA9 myeloid progenitors, lysozyme-GFP differentiation | calls only at 10 µM | hit rate 1% among 360,000;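 active means normalized GFP-positive differentiation at or above the plate's own cutoff, the solvent-only control mean plus 3 SD; inconclusive means no clear call, values can overlap the other calls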;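 further: cells exposed to compound for four days before flow analysis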
LYP phosphatase = inhibitors of LYP phosphatase, biochemical, fluorescence intensity, uHTS (AID 1779); Tyrosine-protein phosphatase non-receptor type 22 (Homo sapiens); recombinant LYP phosphatase, fluorescence intensity; higher % means a stronger effect; inhibition, % at 11.5 µM; hits with a dose series show IC50 in µM; hit rate 0.054% among 290,000;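 further: plate controls were vehicle with enzyme for no effect and no enzyme for full effect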
HIV peptide binding = inhibitors of HIV fusion peptide binding, primary screen, biochemical, uHTS, fluorescence dequenching (AID 1986) | cell-free peptide binding, fluorescence dequenching, 30 min; higher % means a stronger effect | inhibition, % at 20 µM; hits with a dose series show IC50 in µM | hit rate 0.3% among 290,000; in the data active means inhibition mostly above about 52%, no sharp cut-off; inactive means mostly below about 76%; further: some results filed as inactive read as strong as hits
Siah-1 displacement = Siah-1 peptide-binding antagonists, primary screen, biochemical, fluorescence polarization, rhodamine-plectin, uHTS (AID 1817). E3 ubiquitin-protein ligase SIAH1 (Homo sapiens). Siah-1 / rhodamine-plectin peptide fluorescence polarization; higher % means a stronger effect. displacement, % at 20 µM, or IC50 in µM where a hit was titrated. hit rate 0.02% among 290,000;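 active means displacement of at least 50% at 20 µM, with a fluorescence ratio check between 0.3 and a set limit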;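 further: plate controls were Siah plus tracer with DMSO for no effect and tracer alone without Siah for full effect; strong numbers were not always called active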
HEK293 NOD2/NF-kB = NOD2 signaling inhibitors, cell-based, luminescence, uHTS, HEK293 (AID 1566). HEK293 NOD2/NF-kB luciferase reporter, luminescence; higher % means a stronger effect. inhibition, % at 4 µM; hits with a dose series show EC50 in µM. hit rate 0.63% among 290,000; further: many of its hits are not listed in these tables
NOD1 inhibition = NOD1 signaling inhibitors, primary screen, cell-based, luminescence, uHTS (AID 1578) | NOD1-driven NF-kB luciferase reporter cells, luminescence; higher % means a stronger effect | hit rate 1% among 290,000 | inhibition, % at 4 µM; hits with a dose series show EC50 in µM; in the data active means inhibition mostly above about 36%, no sharp cut-off; inactive means mostly below about 34%;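 further: HEK-293T reporter cells stimulated with the NOD1 agonist gamma-tri-DAP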
PhoP inhibition = inhibitors of PhoP regulon expression, primary screen, Salmonella Typhimurium, GFP reporter (AID 1863). inhibition, % at 50 µM, or IC50 in µM where a hit was titrated. hit rate 0.16% among 300,000. S. Typhimurium PhoP-regulated promoter GFP reporter, 4 h; higher % means a stronger effect;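 active means inhibition over 29.93%, a cutoff 3 SD above the screen mean, later confirmed by dose response; inconclusive means inhibition over 29.93% but no dose response follow-up; inactive means inhibition at most 29.93% or unconfirmed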;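 further: 0% = low Mg2+ inducing control and 100% = high Mg2+ repressing control; strong numbers were not always called active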
Myeloid diff 2 GFP+ MAC1+ % = second read-out of Myeloid diff 2, no call of its own (marks repeat the call); GFP+ MAC1+ double positive, %; measured here: differentiation confirmed by MAC1 staining
Starred values were filed as active, the others as inactive; i = inactive; u = inconclusive; x = no result given; + = active, no number; [ ] = dose if it differs, or a comment. Unless noted, no stated cut-off is given here; in the data, active means inhibition above about 50%; inactive means the rest. The list is partial, so the mix of outcomes need not match the whole.

SMILES	KOR beta-arrestin-1	KOR beta-arrestin-2	Myeloid diff 2	Myeloid diff 2 GFP+ MAC1+ %	LYP phosphatase	HIV peptide binding	Siah-1 displacement	HEK293 NOD2/NF-kB	NOD1 inhibition	PhoP inhibition
CN(C)CCCN(Cc1cc2cc3c(cc2[nH]c1=O)OCO3)C(=S)NCc1ccco1	-23%	-2.6%	i	0.1	-8%	-0.5%	-4%	7%	-39%	-1%
O=C(/C=C/c1ccc([N+](=O)[O-])cc1)NCc1ccccn1	-10%	-0.7%	i	0.7	-2%	0.0%	-6%	20%	-3%	-11%
CCCNC(=O)N1CCN(S(C)(=O)=O)CC1	-26%[20 µM]	0.3%	i	0.1	-5%	0.1%	15%	2%	-25%	-2%
CC(C)(C)c1ccc(NC(=O)Nc2ccc(F)cc2)cc1	-104%[20 µM]	-0.9%	u	x	1%	0.0%	0%	-108%	-36%	5%
CC(=O)N1CN(S(=O)(=O)c2ccc(C)cc2)CC1C (stereo not given)	-34%	-5.3%	i	1.1	-3%	2.7%	0%	11%	-17%	3%
CC12CCC(C(=O)N(CCCCN3CCN(c4ccccn4)CC3)C1=O)C2(C)C (stereo not given)	-24%[20 µM]	-5.3%	i	0.4	-10%	-0.9%	1%	11%	-19%	5%
COc1cccc(OCc2nc3ccccc3[nH]2)c1	30%	-6.7%	i	2.4	-5%	0.7%	3%	-57%	-60%	2%
CC1(c2ccc3ccccc3c2)NC(=O)N(CC(=O)N2CCN(S(=O)(=O)c3ccccc3F)CC2)C1=O (stereo not given)	-8%	6.1%	i	0.5	-8%	0.6%	-2%	17%	2%	-4%
COc1ccc(C2/C=C\CN(C(=O)c3ccc(C)cc3)CC(=O)N2Cc2ccc(F)cc2)cc1 (stereo not given)	22%	-0.4%	i	1.2	-6%	1.3%	13%	9%	-1%	-3%
CC(=O)c1ccc(N2CCN(S(=O)(=O)c3c(C)[nH]c(C)c3C(=O)N3CCCC3)CC2)cc1	-15%	3.5%	i	1.7	-6%	-0.8%	1%	11%	-17%	7%
C=CCOc1cccc(C2C(C(=O)c3ccco3)=C(O)C(=O)N2Cc2ccncc2)c1 (stereo not given)	-10%	-2.5%	i	0.7	-12%	10%	-3%	3%	1%	-6%
Nn1c(SCc2cccc(Br)c2)nnc1-c1cccnc1	33%	2.9%	i	0.8	-8%	-2.0%	3%	2%	-10%	-2%
O=C1CCCCC(=O)N(c2ccccc2)c2ccccc21	-48%	5.9%	+	2.1*	-2%	-2.2%	-1%	11%	7%	-10%
O=C(Nc1ccccc1N1CCN(C(=O)c2ccc(Cl)cc2)CC1)c1ccc2c(c1)OCO2	-44%	-1.7%	i	2.0	4%	-1.2%	-4%	-31%	-14%	-7%
O=C(N/N=C/c1ccccc1[N+](=O)[O-])c1cccs1	-22%	-4.3%	i	0.5	-8%	0.2%	9%	-55%	-7%	-2%
COc1cccc(/C=N\NC(=O)c2ccc(C)nc2)c1	14%[20 µM]	-5.0%	i	1.1	-6%	0.5%	-4%	-7%	-23%	6%
O=C(Nc1ccon1)c1cccc(S(=O)(=O)N2CCCCC2)c1	1%	-1.6%	i	1.5	-4%	-0.9%	7%	10%	-29%	5%
Cc1cc(C)c(OCC(=O)Nc2cccc(NC(=O)c3ccco3)c2)c(Br)c1	18%	17%	i	5.6	-10%	-2.2%	2%	25%	51%	3%
CCC(=O)Nc1ccc(S(=O)(=O)NCCc2ccccc2)cc1	-26%	-2.0%	i	3.7	-3%	1.1%	2%	6%	6%	1%
CN(C)/C=N/c1sc2c(c1C#N)CCCCC2	-18%	1.6%	i	0.8	-5%	6.1%	-4%	-28%	-35%	-16%
Cc1sc2nc3n(c(=O)c2c1C)CCCS3	34%	-2.9%	i	0.9	-4%	-0.7%	0%	-4%	-35%	3%
CC(=O)Oc1ccc(C(=O)Nc2cccc(C(=O)NC(C)(C)C)c2)cc1	-1%	-5.5%	i	0.3	-3%	-1.2%	3%	15%	-16%	6%
Cc1cc(C)cc(-n2c(C)cc(/C=N/NC(=O)c3cccc([N+](=O)[O-])c3C)c2C)c1	x	0.8%	i	0.9	4%	-1.1%	-4%	-14%	12%	0%
N/C(=N\c1nc2ccccc2o1)NC(=O)c1ccccc1	-7%	10%	i	0.0	-9%	2.5%	-1%	-32%	-58%	-20%
CCCc1ccc(NC(=O)C2CCCN(c3cnccn3)C2)cc1 (stereo not given)	-22%	-0.2%	i	2.9	-9%	-0.7%	-5%	-21%	2%	0%

An excerpt from above in order of length of the SMILES, low to high.
SMILES	KOR beta-arrestin-1	KOR beta-arrestin-2	Myeloid diff 2	Myeloid diff 2 GFP+ MAC1+ %	LYP phosphatase	HIV peptide binding	Siah-1 displacement	HEK293 NOD2/NF-kB	NOD1 inhibition	PhoP inhibition
N/C(=N\c1nc2ccccc2o1)NC(=O)c1ccccc1	-7%	10%	i	0.0	-9%	2.5%	-1%	-32%	-58%	-20%
CC(C)(C)c1ccc(NC(=O)Nc2ccc(F)cc2)cc1	-104%[20 µM]	-0.9%	u	x	1%	0.0%	0%	-108%	-36%	5%
CCCc1ccc(NC(=O)C2CCCN(c3cnccn3)C2)cc1 (stereo not given)	-22%	-0.2%	i	2.9	-9%	-0.7%	-5%	-21%	2%	0%
O=C(Nc1ccon1)c1cccc(S(=O)(=O)N2CCCCC2)c1	1%	-1.6%	i	1.5	-4%	-0.9%	7%	10%	-29%	5%
O=C(/C=C/c1ccc([N+](=O)[O-])cc1)NCc1ccccn1	-10%	-0.7%	i	0.7	-2%	0.0%	-6%	20%	-3%	-11%
CC1(c2ccc3ccccc3c2)NC(=O)N(CC(=O)N2CCN(S(=O)(=O)c3ccccc3F)CC2)C1=O (stereo not given)	-8%	6.1%	i	0.5	-8%	0.6%	-2%	17%	2%	-4%

New compounds follow
SMILES	KOR beta-arrestin-1	KOR beta-arrestin-2	Myeloid diff 2	Myeloid diff 2 GFP+ MAC1+ %	LYP phosphatase	HIV peptide binding	Siah-1 displacement	HEK293 NOD2/NF-kB	NOD1 inhibition	PhoP inhibition
CC1SC(=NC(=O)c2ccncc2)NC1=O (stereo not given)	2%	-2.8%	i	0.6	-4%	-1.2%	10%	-6%	-39%	-8%
Cc1cc(OCc2cc(C(=O)NC(C)c3c(C)nn(C)c3C)no2)cc(C)c1Cl (stereo not given)	-23%	6.9%	i	3.8	-5%	1.3%	1%	-10%	-12%	-4%
CCOC(=O)c1c(/N=C/c2cccc([N+](=O)[O-])c2O)sc2c1CCC2	-18%	2.4%	i	0.6	-4%	9.7%	-5%	7%	-2%	-7%
CCNc1ccc(S(=O)(=O)N(C)C)cc1NCC(=O)Nc1ccccc1F	16%	1.8%	i	1.4	2%	5.0%	3%	5%	-26%	-4%
CC(c1cccs1)N(C(=O)Nc1ccccc1)C1CCCCC1 (stereo not given)	-28%	3.3%	i	2.4	-3%	6.8%	-1%	-1%	-11%	-10%
CCOC(=O)CC1(NC(=O)c2cc(COc3cncc(Cl)c3)on2)CCCCC1	12%	0.2%	i	1.1	55%*	-1.4%	7%	40%	-1%	-4%
CCNc1nc(NC(C)(C)C)nc(SCC(N)=O)n1	1%	-1.3%	i	0.2	0%	0.3%	4%	7%	-25%	-5%
Cc1cccc(NC(=O)Cn2cnc3ccc(S(=O)(=O)N4CCC(C)CC4)cc3c2=O)n1	-4%	0.7%	i	1.6	0%	-3.1%	2%	6%	-12%	-9%
CC(=O)N1c2ccc(S(=O)(=O)N3CCCC(C(=O)Nc4cccc(F)c4)C3)cc2CC1C (stereo not given)	-10%[20 µM]	-3.3%	i	13	1%	1.3%	1%	22%	2%	x
CCCc1nc2c(nnn2Cc2ccccc2Cl)c(=O)[nH]1	-1%	-2.7%	i	0.3	5%	-0.4%	4%	9%	-29%	4%
Cc1nn(C)cc1/C=N/NC(=O)Cn1nccc1C	-32%	2.9%	i	1.0	-5%	0.9%	1%	-8%	-3%	7%
O=C(NC1=NCCS1)c1ccc(Cl)c(S(=O)(=O)N2CCCC2)c1	12%	-2.9%	i	0.4	4%	0.8%	8%	8%	-34%	3%
Nn1c(SCC(=O)Nc2ccc(F)cc2F)nnc1-c1cccnc1	5%	0.4%	i	8.1	-5%	-0.9%	2%	-8%	-60%	6%
CCOc1ccccc1OCCOCCOc1ccccc1[N+](=O)[O-]	-5%	-1.0%	i	1.1	3%	-1.1%	2%	-4%	-20%	-7%
CCOC(=O)C(C)Sc1nc(=O)n2ccccc2n1 (stereo not given)	-11%	4.8%	i	0.1	2%	1.8%	0%	-2%	-20%	8%
COc1ccc(S(=O)(=O)c2ccc(OC)c(OC)c2)cc1OC	-4%	-4.5%	i	0.9	-4%	-0.4%	9%	0%	0%	10%
CCC1SC2=NCN(c3ccccc3)CN2C1=O (stereo not given)	-9%	4.3%	x	x	-8%	-2.6%	1%	-5%	-6%	-6%
COC(=O)CSc1nc2cc(OC)ccc2n1C	7%	6.0%	i	0.3	-6%	-0.1%	3%	25%	2%	-7%
Cc1ccc(C)c(NC(=O)N2CCc3ccccc3C2)c1	15%	3.8%	i	0.8	-8%	-2.5%	0%	-18%	-28%	-1%
COc1ccc(C=NCCCN2CCOCC2)cc1	27%	3.2%	i	0.5	0%	1.1%	-4%	-10%	-38%	6%
CCOCCCNCc1ccc(OC)cc1	-5%	-5.0%	i	6.5	-10%	0.7%	4%	-3%	-6%	9%
COc1nc2ccccc2nc1N1CCN(c2ccc(F)cc2)CC1	19%	-0.1%	i	0.3	-2%	-0.1%	5%	11%	1%	4%
CCN(C1CCCCC1)S(=O)(=O)c1ccc(S(=O)(=O)N(CC(=O)Nc2ccccc2)C2CC2)cc1	-8%	0.9%	i	7.5	5%	-1.1%	2%	-20%	-20%	-7%
COc1ccc(-n2nc(C(=O)NCC(=O)NC3CCCC(C)C3C)c3ccccc3c2=O)c(OC)c1 (stereo not given)	22%	-4.5%	i	1.4	-5%	-0.6%	9%	10%	-19%	5%
CN1C(=O)C2ON(c3ccccc3)C(c3cccs3)C2C1=O (stereo not given)	28%	-3.5%	i	1.4	-1%	-1.4%	2%	13%	-12%	-3%
CC(=O)C1=C(c2ccccc2)OC(N)=C(C#N)C1c1ccccc1F (stereo not given)	-33%	-0.3%	i	0.8	-6%	-1.9%	-6%	-10%	-46%	-30%
COc1ccc(/C=C(/NC(=O)c2ccc(OC)c(OC)c2)C(=O)NCCc2c[nH]c3ccccc23)cc1	-19%	-0.4%	i	0.0	-2%	-3.2%	-2%	12%	27%	-3%
O=C(Nc1ccc(Br)cc1F)C1CC(=O)N(C2CCCCC2)C1 (stereo not given)	-14%	5.8%	i	4.1	1%	0.8%	-1%	-7%	-38%	-1%
O=C(NC(C(=O)c1ccccc1)N1CCOCC1)c1ccccc1 (stereo not given)	33%	-0.5%	i	1.0	-3%	0.3%	0%	-10%	-33%	11%
CC1=NNC(=O)/C1=C\c1cn(-c2ccccc2)nc1-c1ccc(F)cc1	-73%	8.2%	x	x	0%	-0.6%	-6%	-58%	-39%	11%

Bioassay records deposited in PubChem BioAssay by several laboratories.
